Source: PubChem BioAssay (several laboratories)
GDH-TPI inh: GDH-TPI coupling enzyme inhibitors, primary screen, artefact control for M. tuberculosis FBA inhibitor project, biochemical, absorbance, full deck; GDH-TPI coupled enzyme counterscreen, NADH absorbance; inhibition, % at 4.8 µM; 360,000 tested, 1.2% active; AID 588335, 2011; in the data active means inhibition above about 30%;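 further: 0% = DMSO wells and 100% = wells lacking the enzyme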
BioA inh: M. tuberculosis BioA enzyme inhibitors, primary screen, biochemical, plate reader, single point, HTS; purified M. tuberculosis BioA enzyme; 7,8-diaminopelargonic acid synthase BioA (Mycobacterium tuberculosis); 360,000 tested, 0.096% active; inhibition, % at 9.99 µM; in the data active means inhibition above about 40%
FadD28 FP inh: inhibitors of FadD28 bisubstrate probe binding, primary screen, biochemical, fluorescence polarization, single point | Mycobacterium tuberculosis FadD28 fatty-acid-AMP ligase | inhibition, % at 12.5 µM | 360,000 tested, 0.22% active; in the data active means inhibition above about 8.5%, passing the limit was not always enough
Mtb FBA inh: Mtb FBA enzyme inhibitors, primary screen, biochemical, fluorescence, strain H37Rv; 360,000 tested, 2.3% active; AID 588726, 2011; Fructose-bisphosphate aldolase (Mycobacterium tuberculosis (strain ATCC 25618 / H37Rv)), …; inhibition, % at 1 µM; purified M. tuberculosis FBA, fluorescence read-out; in the data active means inhibition above about 27%;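 further: 0% = vehicle and 100% = reference inhibitor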
Target sequence (P9WQA3 whole entry, looked up): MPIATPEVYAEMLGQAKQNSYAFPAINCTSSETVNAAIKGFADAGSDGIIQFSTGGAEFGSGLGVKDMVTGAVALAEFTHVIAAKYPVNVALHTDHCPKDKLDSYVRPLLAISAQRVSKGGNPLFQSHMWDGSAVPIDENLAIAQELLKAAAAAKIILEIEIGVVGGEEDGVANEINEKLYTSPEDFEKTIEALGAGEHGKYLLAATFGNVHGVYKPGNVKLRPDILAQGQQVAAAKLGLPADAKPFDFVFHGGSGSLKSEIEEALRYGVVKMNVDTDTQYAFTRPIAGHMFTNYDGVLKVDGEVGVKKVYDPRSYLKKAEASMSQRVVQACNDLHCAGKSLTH
Mtb UGM inh: M. tuberculosis UGM enzyme inhibitors, primary screen, biochemical, fluorescence polarization, single point. UDP-galactopyranose mutase (Mycobacterium tuberculosis (strain ATCC 25618 / H37Rv)), …. purified UGM, fluorescence polarization probe displacement. inhibition, % at 10 µM. 320,000 tested, 0.06% active; in the data active means inhibition above about 10%, passing the limit was not always enough
Target sequence (P9WIQ1 whole entry, looked up): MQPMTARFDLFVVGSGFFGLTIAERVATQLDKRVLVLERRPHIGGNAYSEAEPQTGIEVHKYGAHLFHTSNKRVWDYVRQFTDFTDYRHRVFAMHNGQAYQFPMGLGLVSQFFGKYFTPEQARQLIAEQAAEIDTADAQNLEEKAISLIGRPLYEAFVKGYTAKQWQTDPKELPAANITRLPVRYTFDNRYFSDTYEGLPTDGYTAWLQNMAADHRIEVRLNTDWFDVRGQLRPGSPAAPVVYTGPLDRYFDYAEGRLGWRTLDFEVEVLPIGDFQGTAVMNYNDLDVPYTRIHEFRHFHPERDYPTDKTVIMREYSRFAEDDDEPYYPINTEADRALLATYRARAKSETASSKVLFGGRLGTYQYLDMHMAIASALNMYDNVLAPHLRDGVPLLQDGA
PfHsp40 rescue: rescue of yeast from PfHsp40 toxicity, primary screen, S. cerevisiae, ATP luminescence; S. cerevisiae expressing PfHsp40, growth rescue; growth rescue, % at 12.5 µM; 340,000 tested, 0.68% active; AID 504582, 2011; in the data active means growth rescue above about 28%, passing the limit was not always enough;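 further: yeast W303a lacking pdr1 and pdr3 grown in galactose medium; growth measured after three days at 30 °C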
Y pestis TopoI: Yersinia pestis topoisomerase I inhibitors, primary screen, biochemical, cleavage product accumulation, plate reader, single point. AID 504884, 2011. 360,000 tested, 0.064% active. DNA topoisomerase I (Yersinia pestis CO92). Y. pestis Topo-I cleavage product accumulation. activity, % at 10 µM; in the data active means activity above about 50%, passing the limit was not always enough; further: inactives centre near 2
BH1578 lux ind: inducers of Vibrio cholerae quorum light production without autoinducers, primary screen, BH1578 luxS cqsA deficient, single point. activation, % at 18.7 µM. 350,000 tested, 0.16% active. AID 588436, 2011. V. cholerae BH1578 lux reporter, luminescence, 6 h; in the data active means activation mostly above about 9.7%, no sharp cut-off; further: not every result past the cut was called active; inactives centre near 0; reference of the scale not given here
TcdB GH inh: TcdB glycohydrolase inhibitors, primary screen, biochemical, single point, plate reader. inhibition, % at 9.99 µM. Toxin B (Clostridioides difficile), P18177. TcdB glycohydrolase enzymatic assay. 350,000 tested, 0.24% active; in the data active means inhibition above about 10%
The depositor's hits bear a star.

Results for CSc1sc(-c2ccnc(=S)[nH]2)c(-c2ccccc2)c1C#N ?
GDH-TPI inh: -3; BioA inh: 0.6; FadD28 FP inh: -3.2; Mtb FBA inh: 6; Mtb UGM inh: -1.5; Y pestis TopoI: 5; BH1578 lux ind: -0.4; TcdB GH inh: 0.5

How did COc1cccc(CNc2nc3cc(-c4ccc(C(=O)N5CCN(C)CC5)cc4)sc3c(=O)n2C)c1 do in these assays?
GDH-TPI inh: 13; BioA inh: -0.7; FadD28 FP inh: -3.5; Mtb FBA inh: 10; Y pestis TopoI: 8; BH1578 lux ind: inactive; TcdB GH inh: 0.9

What do the screens show for `CCCN(C(=O)Cn1ncc2c(=O)oc3ccccc3c21)c1cccc(C)c1`?
GDH-TPI inh: -10; BioA inh: 1.6; FadD28 FP inh: -4.7; Mtb FBA inh: 0; Mtb UGM inh: -1.1; PfHsp40 rescue: -0.3; Y pestis TopoI: 3; BH1578 lux ind: -1.5

Results for O=C(NCCNC(=O)c1ccc(-c2cccc(Cl)c2)o1)c1cnccn1 ?
GDH-TPI inh: 1; BioA inh: 1.2; FadD28 FP inh: -3.0; Mtb FBA inh: 0; Y pestis TopoI: 14; BH1578 lux ind: inactive; TcdB GH inh: 1.8

What do the screens show for `CCc1c(C)nc2c(OC)cccc2c1Cl`?
GDH-TPI inh: 0; FadD28 FP inh: -1.0; Mtb FBA inh: 7; Mtb UGM inh: 0.6; PfHsp40 rescue: -2.4; Y pestis TopoI: -6; BH1578 lux ind: -0.5; TcdB GH inh: 1.1

Results for COC(=O)c1cc(OC)c(OC)cc1NC(=S)N1CCCCC1 ?
GDH-TPI inh: 1; BioA inh: -0.9; FadD28 FP inh: -0.6; Mtb FBA inh: -1; Mtb UGM inh: 4.9; PfHsp40 rescue: 0.4; Y pestis TopoI: 3; BH1578 lux ind: -0.2; TcdB GH inh: 1.5

What do the screens show for `O=C(Nc1ccc2snnc2c1)N1CCOCC1`?
GDH-TPI inh: 17; BioA inh: 65*; FadD28 FP inh: -0.7; Mtb FBA inh: 2; Mtb UGM inh: -0.3; PfHsp40 rescue: -1.1; Y pestis TopoI: 0

Results for Cc1ccc(OCC(O)Cn2c(N3CCCCC3)nc3c2c(=O)[nH]c(=O)n3C)cc1 (stereo unspecified) ?
GDH-TPI inh: -2; BioA inh: -0.4; FadD28 FP inh: -1.3; Mtb FBA inh: 2; Mtb UGM inh: 1.3; PfHsp40 rescue: 0.1; Y pestis TopoI: 10; BH1578 lux ind: 5.6; TcdB GH inh: 2.0

What do the screens show for `CCOC(=O)c1cc(NC(=O)NCc2ccco2)c(C)nc1C`?
GDH-TPI inh: -4; BioA inh: 1.1; FadD28 FP inh: 0.0; Mtb FBA inh: 2; Mtb UGM inh: -1.1; PfHsp40 rescue: 0.5; Y pestis TopoI: -4; BH1578 lux ind: -17

What do the screens show for `N#C/C(=C\c1ccc(Cl)s1)C(=O)N1CCN(c2ccccc2)CC1`?
GDH-TPI inh: 17; FadD28 FP inh: -0.9; Mtb FBA inh: 0; Mtb UGM inh: -0.7; PfHsp40 rescue: 0.4; Y pestis TopoI: 4; BH1578 lux ind: -0.2

What do the screens show for `CC1CCCCC1NC(=O)CSc1nnc(-c2ccncc2)n1CCCN(C)C` (stereo unspecified)?
GDH-TPI inh: 7; FadD28 FP inh: -2.2; Mtb FBA inh: 4; Mtb UGM inh: -0.3; PfHsp40 rescue: -1.5; Y pestis TopoI: -5; BH1578 lux ind: -0.7; TcdB GH inh: 1.6

How did O=C(NC1CC1)c1ccc2c(c1)N(Cc1ccccc1)CCS2 do in these assays?
GDH-TPI inh: 4; BioA inh: 0.7; FadD28 FP inh: 0.8; Mtb FBA inh: 161*; Mtb UGM inh: -2.6; PfHsp40 rescue: 0.5; Y pestis TopoI: 6; BH1578 lux ind: inactive; TcdB GH inh: 0.8

What do the screens show for `C#CCOCCOCCOCCNc1nc(N2CCN(C(=O)Cn3cc(CCO)nn3)CC2)nc(N2CCN(C(=O)[C@H](C)n3cc(CCCN=C(N)N)nn3)CC2)n1`?
GDH-TPI inh: -5; BioA inh: 0.5; FadD28 FP inh: -1.6; Mtb FBA inh: -1; PfHsp40 rescue: -0.2; Y pestis TopoI: -8; BH1578 lux ind: inactive; TcdB GH inh: 1.3

Results for Cc1cccc(-c2noc(-c3ccc4c(c3)OCO4)n2)c1 ?
GDH-TPI inh: 8; FadD28 FP inh: -4.2; Mtb FBA inh: 4; Mtb UGM inh: 2.4; PfHsp40 rescue: -0.4; Y pestis TopoI: 1; BH1578 lux ind: -1.3; TcdB GH inh: 0.0

Results for Cc1ccnc(NC2OC(=O)c3ccccc32)c1 (stereo unspecified) ?
GDH-TPI inh: -4; BioA inh: 0.1; FadD28 FP inh: -2.5; Mtb FBA inh: 2; Mtb UGM inh: -1.4; PfHsp40 rescue: -0.7; Y pestis TopoI: 2; BH1578 lux ind: -1.2

Brought forward from above: three entries, followed by the next part.
What do the screens show for `C#CCOCCOCCOCCNc1nc(N2CCN(C(=O)Cn3cc(CCO)nn3)CC2)nc(N2CCN(C(=O)[C@H](C)n3cc(CCCN=C(N)N)nn3)CC2)n1`?
GDH-TPI inh: -5; BioA inh: 0.5; FadD28 FP inh: -1.6; Mtb FBA inh: -1; PfHsp40 rescue: -0.2; Y pestis TopoI: -8; BH1578 lux ind: inactive; TcdB GH inh: 1.3

Results for Cc1cccc(-c2noc(-c3ccc4c(c3)OCO4)n2)c1 ?
GDH-TPI inh: 8; FadD28 FP inh: -4.2; Mtb FBA inh: 4; Mtb UGM inh: 2.4; PfHsp40 rescue: -0.4; Y pestis TopoI: 1; BH1578 lux ind: -1.3; TcdB GH inh: 0.0

Results for Cc1ccnc(NC2OC(=O)c3ccccc32)c1 (stereo unspecified) ?
GDH-TPI inh: -4; BioA inh: 0.1; FadD28 FP inh: -2.5; Mtb FBA inh: 2; Mtb UGM inh: -1.4; PfHsp40 rescue: -0.7; Y pestis TopoI: 2; BH1578 lux ind: -1.2

What do the screens show for `CCCN(CC1CC1)c1nc(N)c2c(N)nc(OC)cc2c1C#N`?
GDH-TPI inh: 5; FadD28 FP inh: -0.7; Mtb FBA inh: 14; Mtb UGM inh: -1.6; PfHsp40 rescue: 0.4; Y pestis TopoI: -2; BH1578 lux ind: 0.2

What do the screens show for `COC(=O)c1ccc(COc2ccc3c(c2)CCC3)o1`?
GDH-TPI inh: 8; FadD28 FP inh: 0.4; Mtb FBA inh: 2; Mtb UGM inh: -0.9; PfHsp40 rescue: -1.3; Y pestis TopoI: 0; BH1578 lux ind: -0.7; TcdB GH inh: 0.8

Results for Cc1ccc(CN2CCC(c3nc4ccc(Cl)cc4[nH]3)CC2)cc1 ?
GDH-TPI inh: 14; BioA inh: -0.4; FadD28 FP inh: -7.9; Mtb FBA inh: 0; Mtb UGM inh: -0.2; PfHsp40 rescue: 1.3; Y pestis TopoI: -15; BH1578 lux ind: 1.9; TcdB GH inh: 1.4

How did COc1ccc(N=Cc2ccc(CNS(=O)(=O)c3ccc(Cl)cc3)o2)cc1 do in these assays?
GDH-TPI inh: 3; BioA inh: -0.2; FadD28 FP inh: -3.0; Mtb FBA inh: 2; Mtb UGM inh: -0.5; PfHsp40 rescue: 0.1; Y pestis TopoI: -6; BH1578 lux ind: inactive

How did COCC(C)n1c(SCC(=O)Nc2nccs2)nc2ccccc2c1=O (stereo unspecified) do in these assays?
GDH-TPI inh: 5; BioA inh: 0.0; FadD28 FP inh: -0.2; Mtb FBA inh: 1; Mtb UGM inh: 0.1; PfHsp40 rescue: -0.7; Y pestis TopoI: -3; BH1578 lux ind: -5.0; TcdB GH inh: 0.2

What do the screens show for `COC(=O)[C@@H]1[C@@H](C(=O)OC)C2(c3ccccc3-c3ccccc32)N(c2ccc(Cl)cc2)N1C#N`?
GDH-TPI inh: 13; BioA inh: -1.6; FadD28 FP inh: -0.4; Mtb FBA inh: 0; Mtb UGM inh: 0.3; PfHsp40 rescue: -0.8; Y pestis TopoI: 8; BH1578 lux ind: inactive; TcdB GH inh: 1.5

Results for C#CCOCCOCCOCCNc1nc(N2CCOCC2)nc(N2CCN(C(=O)Cn3cc(CCCN=C(N)N)nn3)CC2)n1 ?
GDH-TPI inh: -4; BioA inh: -0.5; FadD28 FP inh: -1.3; Mtb FBA inh: -4; Mtb UGM inh: 1.2; PfHsp40 rescue: 0.4; Y pestis TopoI: 0; BH1578 lux ind: -0.3; TcdB GH inh: 0.6

What do the screens show for `Cc1[nH]n(-c2cccc3ccccc23)c(=O)c1C=Nc1ccc2[nH]c(=O)[nH]c2c1`?
GDH-TPI inh: 35*; BioA inh: -1.1; FadD28 FP inh: 0.9; Mtb FBA inh: 0; Mtb UGM inh: 3.0; PfHsp40 rescue: -1.1; Y pestis TopoI: -5; BH1578 lux ind: -8.0

Results for CSCC[C@H](N)C(=O)NC[C@H]1CC[C@H](C(=O)N[C@@H](Cc2ccccc2)C(=O)O)CC1 ?
GDH-TPI inh: -1; BioA inh: -0.3; Mtb FBA inh: 2; Mtb UGM inh: -1.9; PfHsp40 rescue: 0.0; Y pestis TopoI: 6; BH1578 lux ind: inactive; TcdB GH inh: -1.0

How did Cc1ccc(C)c(NC(=O)CSc2nc3c(c(=O)n2C)SC(C)C3)c1 (stereo unspecified) do in these assays?
GDH-TPI inh: 20; BioA inh: 4.8; FadD28 FP inh: -1.0; Mtb FBA inh: 1; Mtb UGM inh: -0.1; PfHsp40 rescue: -1.4; Y pestis TopoI: 7; BH1578 lux ind: -0.3; TcdB GH inh: 0.8

How did O=C(Nc1ccc(F)c(Cl)c1)c1cc(C2CCCCN2C(=O)CCCc2ccccc2)on1 (stereo unspecified) do in these assays?
GDH-TPI inh: -13; BioA inh: -0.7; FadD28 FP inh: -3.0; Mtb FBA inh: 0; Y pestis TopoI: 18; BH1578 lux ind: -0.4; TcdB GH inh: 0.3

What do the screens show for `CCCCCCOC(=O)NCC(O)c1ccccc1` (stereo unspecified)?
GDH-TPI inh: 12; BioA inh: -0.7; FadD28 FP inh: -2.1; Mtb FBA inh: -1; Mtb UGM inh: -1.3; PfHsp40 rescue: -0.1; Y pestis TopoI: 18; BH1578 lux ind: inactive

How did COc1ccnc(NCc2cccnc2)c1C#N do in these assays?
GDH-TPI inh: 12; FadD28 FP inh: -1.0; Mtb FBA inh: 12; Mtb UGM inh: 1.2; PfHsp40 rescue: 0.4; Y pestis TopoI: 0; BH1578 lux ind: -1.1; TcdB GH inh: -1.4

What do the screens show for `CCC1Oc2ccc(C)cc2N(CC(=O)NCCN2CCOCC2)C1=O` (stereo unspecified)?
GDH-TPI inh: -2; BioA inh: -0.3; FadD28 FP inh: -1.2; Mtb FBA inh: -1; Mtb UGM inh: 1.0; PfHsp40 rescue: 0.0; Y pestis TopoI: -1; BH1578 lux ind: -0.2; TcdB GH inh: -0.8

What do the screens show for `CCOc1ccc(N2C(=O)C(Cl)=C(Nc3ccccc3O)C2=O)cc1`?
GDH-TPI inh: -1; BioA inh: 0.3; FadD28 FP inh: 2.7; Mtb FBA inh: -6; Mtb UGM inh: 0.7; PfHsp40 rescue: 19; Y pestis TopoI: -11; BH1578 lux ind: -1.8

How did CCOc1ccccc1CNC(=O)CCC(=O)N1Cc2ccccc2Oc2ncccc21 do in these assays?
GDH-TPI inh: 4; BioA inh: 0.1; FadD28 FP inh: -1.9; Mtb FBA inh: -1; Mtb UGM inh: -0.8; PfHsp40 rescue: -0.9; Y pestis TopoI: 19; BH1578 lux ind: -0.6; TcdB GH inh: 3.0

How did CCCCn1c2ccc(F)cc2c2nnc(NN)nc21 do in these assays?
GDH-TPI inh: 4; FadD28 FP inh: 0.3; Mtb FBA inh: -1; Mtb UGM inh: -0.6; PfHsp40 rescue: 0.4; Y pestis TopoI: 6; BH1578 lux ind: inactive; TcdB GH inh: -0.1
